Pol kappa inh: DNA polymerase kappa (human) inhibition. Potency, µM (doses to about 107 µM), without a hit: at the top dose activity, negative = inhibition, hits mostly inhibitors. purified Pol kappa, fluorescent DNA synthesis assay, 10 min. 400,000 tested, 0.53% active. Q9UBT6; also: potency is read from the fitted curve at half-maximal effect; % is scaled to controls: 0 for no effect and ±100 for the full control effect
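50 nM final substrate added after 15 min RT preincubation of 10 nM Pol kappa with compound; fluorescence read at 0 and 10 min.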
BLM inh: blocks DNA unwinding by human BLM helicase | Potency, µM (series often up to 56.1 µM), for inactives: at the highest dose activity change, negative = inhibition, usual class: inhibitors | P54132 | 350,000 tested, 0.2% active | recombinant BLM DNA unwinding, fluorescence dequenching;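 also: potency is read from the fitted curve at half-maximal effect; plate controls were vehicle for no effect and no enzyme for full effect; nearly all actives have a fitted effect of over 35% in size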
TRHR agonist: agonists of human TRH receptor. TRHR cells, calcium flux fluo-8, FDSS agonist mode. activation, % at 2 µM. 360,000 tested, 0.18% active. AID 493084; in the data active = activation above about 30%; also: 0% is about no effect
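In this calcium-flux screen, cells bearing human TRHR are dye-loaded with fluo-8, baselined for 10 cycles, then exposed to library compounds; positive kinetic calcium responses during the agonist phase mark hits, with TRH as control.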
POLI inh: DNA polymerase iota (human) inhibition; Q9UNA4; Pol iota fluorescent replication assay, 10 min; Potency, µM (top dose mostly 115 µM), for inactives: top-dose activity, negative = inhibition, hits mostly inhibitors; 390,000 tested, 1% active; AID 588590; also: potency is read from the fitted curve at half-maximal effect
Target sequence (Q9UNA4 whole entry, looked up): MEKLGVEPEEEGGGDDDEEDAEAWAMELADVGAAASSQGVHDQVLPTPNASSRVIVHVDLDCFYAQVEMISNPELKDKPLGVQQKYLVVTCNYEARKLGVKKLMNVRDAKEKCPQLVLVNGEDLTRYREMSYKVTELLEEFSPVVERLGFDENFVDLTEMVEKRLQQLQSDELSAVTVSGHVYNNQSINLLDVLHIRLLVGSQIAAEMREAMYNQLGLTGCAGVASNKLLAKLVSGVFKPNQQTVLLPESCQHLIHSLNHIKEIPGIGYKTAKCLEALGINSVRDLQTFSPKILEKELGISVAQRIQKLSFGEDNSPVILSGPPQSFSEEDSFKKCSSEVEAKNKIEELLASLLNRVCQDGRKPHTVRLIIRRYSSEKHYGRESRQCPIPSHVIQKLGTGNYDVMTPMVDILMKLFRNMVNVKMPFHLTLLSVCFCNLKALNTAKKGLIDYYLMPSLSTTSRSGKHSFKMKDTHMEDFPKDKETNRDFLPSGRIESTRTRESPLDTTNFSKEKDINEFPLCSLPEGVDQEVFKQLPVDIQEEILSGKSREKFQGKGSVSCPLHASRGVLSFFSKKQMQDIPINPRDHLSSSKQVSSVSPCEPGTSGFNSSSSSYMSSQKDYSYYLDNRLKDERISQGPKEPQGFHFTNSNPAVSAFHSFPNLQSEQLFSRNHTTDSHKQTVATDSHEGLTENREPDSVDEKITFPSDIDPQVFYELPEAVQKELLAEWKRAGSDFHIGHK
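Fluorescent replication assay read twice, at 0 min and 10 min after adding 50 nM (final) substrate. Enzyme (10 nM) and compounds were first incubated 15 min at room temperature; enzyme-free buffer wells were negative controls.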
Pol beta inh: inhibitors of human DNA polymerase beta. P06746. Pol beta primer extension/strand displacement, fluorescence kinetic. Potency, µM (top dose mostly 114 µM), inactives show top-dose activity change, negative = inhibition, actives largely listed as inhibitors. 340,000 tested, 1.3% active. AID 485314; also: potency is read from the fitted curve at half-maximal effect; % is scaled to controls: 0 for no effect and ±100 for the full control effect
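Pol beta (10 nM) and compounds were preincubated 15 min at room temperature, then 50 nM substrate (final) started primer extension/strand displacement. Reads were taken at 0 and 10 min; concentration-response data were fitted to a four-parameter Hill equation.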
ALOX12 inh: inhibitors of human 12S-lipoxygenase ALOX12; purified 12hLO, xylenol orange hydroperoxide absorbance; P18054; Potency, µM (doses to about 108 µM), for the others: at the top dose activity change, negative = inhibition, hits mostly inhibitors; 580,000 tested, 1.1% active; also: potency is read from the fitted curve at half-maximal effect; % is scaled to controls: 0 for no effect and ±100 for the full control effect
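Purified human 12hLO at 150 nM in 25 mM Hepes, 0.01% Triton X-100, pH 7.0, preincubated 15 min at room temperature with compound. Reaction started with 40 uM arachidonic acid, 30 min at room temperature. Hydroperoxide measured by Fe-xylenol orange, 573/405 nm absorbance ratio.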
APEX1 inh: inhibitors of human APE1 endonuclease; AID 2517; recombinant APE1, TAMRA/BHQ-2 abasic DNA cleavage fluorescence; P27695; 350,000 tested, 0.35% active; Potency, µM (highest dose often 65.8 µM), for inactives: at the highest dose activity change, negative = inhibition, hits mostly inhibitors;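 also: potency is read from the fitted curve at half-maximal effect; plate controls were vehicle for no effect and reference inhibitor for full effect; nearly all actives have a fitted effect of over 55% in size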
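Incision of a quenched TAMRA/BHQ-2 THF abasic-site duplex (50 nM) by 0.75 nM APE1, after 15 min compound preincubation, measured as fluorescence increase over three 60 s reads. Values normalized to buffer, DMSO and NSC13755 control wells.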
Apoferritin bind: candidate novel general anesthetic via apoferritin binding. P02791. apoferritin/1-aminoanthracene competitive binding, fluorescence. Potency, µM (doses to about 77.5 µM), inactives show at the highest dose activity change, negative = displacement, most hits filed as inhibitors. 350,000 tested, 0.074% active; also: potency is read from the fitted curve at half-maximal effect; % is scaled to controls: 0 for no effect and ±100 for the full control effect; nearly all actives have a fitted effect of over 20% in size
Target sequence (P02791 2-175 limits assumed): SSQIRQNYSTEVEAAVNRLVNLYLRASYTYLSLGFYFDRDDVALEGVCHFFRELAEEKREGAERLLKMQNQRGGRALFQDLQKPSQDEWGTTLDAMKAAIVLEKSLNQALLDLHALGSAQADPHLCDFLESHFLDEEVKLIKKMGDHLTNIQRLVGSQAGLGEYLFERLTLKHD
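10 uM apoferritin + 50% sat. 1-AMA, PBS; cpd 10 min RT; Ex380/Em535 endpoint; normalized to free probe vs complex; 4-param Hill fit; propofol titration as pos. ctrl.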
ERG-DNA inh: blocks human ERG Ets domain binding to DNA; Potency, µM (series often up to 76.9 µM), inactives show at the top dose FP activity, negative = inhibition, usual class: inhibitors; 370,000 tested, 0.028% active; AID 624246; P11308; fluorescence polarization, His-ERG Ets domain / labelled DNA; active = well fitted inhibition curve with a large enough effect in the polarisation, with a control signal flat; inconclusive = small, poorly fitted or top-dose-only effect, or effect the other way, or a change in a side signal; inactive = no such curve, though single readings can be large or run the other way; the % refers to the polarisation;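 also: polarization taken with two DNA probes labelled with fluorescein and Texas red; potency is read from the fitted curve at half-maximal effect; % of control where 0% means no effect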
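His-tagged ERG Ets domain (1 uM in the protein solution; 300mM KCl, 50mM Tris-HCl, 1mM EDTA, 1mM DTT, pH 7.5) received compound, then a probe mix of 5 nM fluorescein-DNA and 100nM Texas-615-DNA. Fluorescence polarization was read for both dyes.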
* hit, by the source's call; ? = inconclusive; . = not tested or not shown; & = joins results of further samples; [ ] = another dose, or the depositor's remark. Unless noted, calls follow the shape of the dose curve; as a rule, active = well fitted curve in the direction sought with a large enough effect; inconclusive = small, poorly fitted or top-dose-only effect, or another doubt; inactive = no such curve, though single readings can be large; an effect the other way counts as inactive or inconclusive.

Below each compound: Pol kappa inh, BLM inh, TRHR agonist, POLI inh, Pol beta inh, ALOX12 inh, APEX1 inh, Apoferritin bind, ERG-DNA inh
> COc1ccc(NC(=O)CC2Nc3cccc4cccc(c34)NC2=O)cc1 (stereo not given)
    ?, -16%&-5%, -0.2&0.0, ?, ?, ?, -5%, -17%&-2%, 3%&0%
> CCCCC(=O)OCC(=O)c1cc(C)n(-c2c(C)n(C)n(-c3ccccc3)c2=O)c1C
    16%, -3%, -0.3, -8%, -14%, 0%, -3%, -12%, 6%
> O=c1nc2n(c3ccc(Br)cc13)CCS2
    -5%, -8%, 0.3, -4%, -2%, -16%, -3%, 2%, -2%
> CCOC(=O)c1cnc(SC)nc1Oc1cccc(NS(=O)(=O)c2ccc(F)cc2)c1
    -15%, -2%, -0.6, 13%, 1%, -26%, -3%, -8%, 0%
> Cc1cccc(NC(=O)C(=O)NCC2CCCN2S(=O)(=O)c2ccccc2)c1 (stereo not given)
    -2%, ., 0.4, 47%[activator], ., ?, 0%, ., 18%
> COc1cc(/C=C(\C#N)C(=O)NCCc2ccccc2)cc(OC)c1O
    -5%, 1%, 56*, 41%, 21%, -16%, 16%, -8%, -4%
> CNc1nc(N)c(C(=O)C23CC4CC(CC(C4)C2)C3)s1
    6%, -9%, 1.2, 39%[activator], ?, 0%, -16%, ?, 13%
> FC(F)(F)c1ccccc1-c1cc(N2CCNCC2)ncn1
    -1%[60.1 µM], -1%, ., ., ., ?, -4%, 4%, .
> O=C(Nc1ccc(O)c(-c2nc3ccccc3o2)c1)c1cccs1
    7%, -2%, 0.5, 29%, -29%, -13%, ., 0%, -3%
> COCCn1cnnc1SCC(=O)Nc1ccccc1C(=O)Nc1ccc2c(c1)OCO2
    -13%, -1%, 0.3, -6%, ?, 0%, -4%, -14%, -1%
> CS(=O)(=O)N1CCCC(C(=O)NCc2ccccn2)C1 (stereo not given)
    -4%, -2%, -0.1, 8%, 22%, 19%, -4%, -4%, .
> CC1(C)C2CCC1(CS(=O)(=O)Nc1ccccc1)C(=O)C2 (stereo not given)
    1%, 0%, -0.3, -8%, 35%, 0%, -10%, ?, ?
> Cc1ccc2c(C(=O)CNc3nncs3)c(C)[nH]c2c1
    6%&2%, 6%, -0.3, 32%&-3%, 32%, 0%, 8%, -13%, 10%
> CC1=NN(c2ccccc2)C(=O)C1(C)C
    -5%, -1%, -1.2, -1%, 27%, 367%[activator], -2%, -9%, -2%
> CCOC(=O)C(C)Sc1nnc(Cn2c(=O)sc3ccccc32)n1-c1ccccc1 (stereo not given)
    5%, 0%, -0.1, -28%, -12%, ?, 0%, -14%, -5%
> Cc1cccc2nc(-c3cccnc3)c(NCCC(C)C)n12
    -20%, -10%, 1.7, 117%[activator], -3%, -19%, -4%, 5%, -3%
> O=S(=O)(c1ccc2c(c1)CCC2)N1CCNCC1
    -9%, ., -0.2, 21%, ., 0%, 32%, ., 1%
> COc1cccc2c1N1C(=O)c3c(C(=O)O)cccc3C1CC2(C)C (stereo not given)
    -3%, -2%, -0.5, -16%, -13%, 1%, 0%, -5%, -7%
> Cc1onc(-c2ccccc2Cl)c1C(=O)Oc1ccccc1F
    -6%[60.1 µM], -8%, -0.2, -11%, -21%, -12%, ., 1%, 0%
> COc1ccc(OC)c(NC(=O)Cn2cc(C(=O)c3ccc(Cl)cc3)c(=O)c3cc(OC)ccc32)c1
    -21%, -4%, 0.2, 1%, -19%, -20%, ., 2%, 0%
> CCOc1ccc(NC(C)=O)cc1[N+](=O)[O-]
    -7%, -6%, 0.2, -1%, -3%, 0%, 7%, -4%, 2%
> CC(OC(=O)Cc1ccccc1F)C(=O)Nc1ccc(Cl)cn1 (stereo not given)
    -3%, ., 0.1, 3%, ., -15%, 41%, ., 8%
> CC(C)NS(=O)(=O)c1ccc(N2C(=O)c3ccccc3C2=O)cc1
    15%, -3%, 1.1, 22%, 11%, -16%, 11%, -10%, 9%
> COc1ccc(Cc2cc(-c3ccc(F)cc3)n[nH]c2=O)cc1
    -14%, 0%, -0.1, -4%, 16%, 126%[activator], -10%, -17%, 2%
> O=C(Nc1cccnc1Oc1ncnc2cc(Cl)ccc12)c1ccc(F)cc1
    1%, -11%, 0.7, 122%[activator], 1%, ., -1%, 11%, 10%
> O=C(NC1CC1)[C@@H]1CSC2c3ccccc3C(=O)N21 (stereo not given in full)
    -9%, 1%, 0.3, 6%, 21%, 12%, 27%, -7%, 4%
> CCCCCOC(=O)Nc1nnc(CCC)s1
    1%, -1%, -0.1, 7%, 3%, 0%, -1%, ?, -5%
> COc1ccccc1C(=O)Nc1cccc(S(=O)(=O)N2CCCC2)c1
    -9%, -5%, 0.1, -2%, 0%, 6%, 4%, -11%, 12%
> O=Cc1c(C(=O)O)n(CC(=O)O)c2ccccc12
    -33%, 3%, -0.1, -5%, ?, -12%, 13%, 9%, -1%
> CCc1cnc2c(c1SCC(=O)Nc1cc(Cl)ccc1OC)c(=O)n(C)c(=O)n2C
    -8%[60.1 µM], 1%, 0.1, 14%, 23%, -19%, ., 8%, 5%
> COCC(=O)Nc1nnc(SCC(=O)N2C(C)CCCC2C)s1 (stereo not given)
    -7%, -5%, 0.7, 47%[activator], 34%, ?, 28%, 5%, 16%
> Cc1noc(C)c1-c1cncnc1N1CCN(C)CC1
    -1%[60.1 µM], 0%, ., ., ., ?, 0%, ., .
> COc1ccc(/C=C/c2c([N+](=O)[O-])c(=O)n(C)c(=O)n2C)cc1O
    3%, -10%, 0.9, 1%, -1%, -25%, -3%, -18%, -1%
> COc1cccc(N2CCN(C(=O)c3ccc(Cn4c(=O)[nH]c5cc(OC)c(OC)cc5c4=O)cc3)CC2)c1
    -3%, -11%, 0.1, -18%, 19%, -7%, ., -12%, 0%
> CC1(C)CC(=O)C2=C(C1)O[C@@]1(c3ccsc3)Cc3cc(C#N)ccc3C2O1
    ., -7%[12.4 µM], 0.3, ., ?, ., -10%[12.4 µM], -16%[15.3 µM], .
> O=C(CSc1nccn1-c1ccccc1)Nc1ccc2c(c1)OCO2
    -6%, -3%, -0.6, 3%, -7%, 0%&5%, -4%, -19%, 2%
> Cc1ccccc1C(=O)Nc1nc(SCc2ccc(Cl)cc2)n[nH]1
    2%, -7%, 0.7, 41%[activator], 16%, 106%[activator], 0%, 6%, 9%
> CCN(C(=O)CSc1cc(-c2ccccc2)c2ccc(OC)cc2n1)C1CCS(=O)(=O)C1 (stereo not given)
    -7%, -1%, -0.1, 6%, 15%[57.1 µM], 26%, 3%, 4%, -2%
> COc1ccccc1N(CC(=O)NCCc1ccccc1)C(=O)CCC(=O)Nc1ccccn1
    -9%, 0%, 1.2, 41%[activator], 23%, 1%, 9%, -6%, -4%
> Cc1c(O)c(=O)ccn1C
    7%, -4%, -0.3&0.1, 2%, -1%&20%, ., 9%, 2%, -11%
> CC1CN/C(=C\C(=O)c2ccccc2)C(=O)N1 (stereo not given)
    -7%, -1%, 0.1, -7%, 16%, -22%, 3%, ?, -6%
> O=C(CN1CCN(Cc2ccccc2)CC1)Nc1ccc2c(c1)CCC2
    -10%, -4%, -0.3, 16%, -18%, ?, -5%, -6%, -4%
> O=C1NCCCC1C(=O)N/N=C/c1ccccc1O (stereo not given)
    -1%[60.1 µM], -11%, 2.5, 7%, 2%, 0%, 3%, 67%[activator], 10%
> Cn1c(=O)c2c(ncn2CCNC2=NCCCCC2)n(C)c1=O
    8%, 0%, 0.3, 72%[activator], -2%, -2%&0%, 7%, -6%, -9%
> COc1ccc(CNc2oc(COc3ccccc3)nc2C#N)cc1
    -9%, -10%, 0.3, -22%, 5%, 5%, -6%, -10%, 2%
> Cc1nonc1C(=O)N1CCCC(Nc2ccc(C(C)C)cc2)C1 (stereo not given)
    -7%, -5%, 0.5, 4%, 23%, 0%, 13%, -22%, -6%
> Cc1nn(C)cc1C(C)NC(=O)c1cc(COc2c(F)cccc2F)on1 (stereo not given)
    19%[60.1 µM], -2%, 0.4, -7%, -24%, -2%, 4%, 4%, 10%
> CN(C)CCCN(C(=O)c1ccc(S(=O)(=O)N(C)Cc2ccccc2)cc1)c1nc2cc3c(cc2s1)OCO3
    2%, -9%, 0.5, 6%, 19%, ?, 22%, ?, 10%
> CCC(CO)Nc1ccc(-c2nn(C)c(=O)c3ccccc23)cc1[N+](=O)[O-] (stereo not given)
    13%, -2%, -1.3, -3%, ?, -27%&-2%, -3%, -20%, -3%
> COc1ccc(NC(=O)C2CCC(N3C(=O)C4CCCCC4C3=O)CC2)cc1 (stereo not given)
    -4%, 1%, -0.2, 99%[activator], 11%, -4%, 10%, ?, 2%
> CCOC(=O)Cn1c(=O)n(C2CCCC2)c(=O)c2ccccc21
    -4%, -2%, -1.2, 1%, -1%, -2%, -2%, -2%, -2%
> COc1ccccc1C(=O)NC(=O)COC(=O)c1cccc(OC(F)F)c1
    -4%, ., 0.1, 16%, ., -5%, -9%, ., -1%
> CC(OC(=O)C1CC(=O)N(Cc2ccco2)C1)C(=O)Nc1cccc(C#N)c1 (stereo not given)
    -4%, ., 0.1, -17%, ., -26%, -8%, ., 3%
> CCOc1ccccc1NC(=O)c1cc(-c2cc(OC)c(OC)c(OC)c2)nc2ccccc12
    -3%, -9%, 0.0, 4%, 32%, -26%, 52%[activator], -9%, -11%
> Cc1ccc(NC(=O)COC(=O)Cc2csc(-c3ccc(Cl)cc3)n2)cc1C
    -12%, 2%, -0.6, 6%, 23%, -20%, -7%, 3%, -1%
> COc1cc2c(cc1OC)C(=O)OC2
    -4%[60.1 µM], 4%, ., ., ., ., 18%, 4%, .

Not all compounds are listed; the hit share may differ from the screen's.
